# Efflux pump mplx: blocks antifungal efflux pumps in multiplex yeast assay; S. cerevisiae Candida pump triplex, Nile Red efflux; inhibition, % at 10 µM; 330,000 compounds, 0.44% hits;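 active = plate passing quality check with inhibition over a set limit, or well fluorescence over plate mean plus 4 SD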;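 note: Nile Red retained in pooled yeast measured as flow cytometry median fluorescence; 0% = buffer negative control and 100% = Enniatin B positive control; higher means more Nile Red kept so more efflux inhibition; some compounds called inactive have numbers as strong as hits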
# PME-1 inh: blocks human protein phosphatase methylesterase 1 | Q9Y570 | recombinant PME-1, FP-Rh probe fluorescence polarization | inhibition, % at 5.9 µM | 320,000 compounds, 0.53% hits | AID 2130;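 active = inhibition above the campaign mean of all compounds plus 3 SD, cut at about 26% in these data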;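 note: competitive labeling of PME-1 active site by serine hydrolase directed probe; 0% = PME-1 with DMSO and 100% = wells lacking PME-1 enzyme; inhibitors block probe labeling so polarization falls and inhibition rises; many of its hits are not listed in these tables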
# MEX-5 binding: C. elegans MEX-5 TCR-2 RNA binding activity; MEX-5/FITC-TCR2 RNA binding, fluorescence polarization; active compounds read low; 300,000 compounds, 0.38% hits; Q9XUB2; activity score (negative = inhibition of binding), % at 10 µM; AID 1832;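 active = inhibition past about -25% in most replicates, and total fluorescence under double the plate's negative control median, limit read from the data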;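 note: 0% = DMSO and -100% = 5 µM competing unlabeled TCR2 RNA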
# GRK2 inh: blocks RNA aptamer binding to human GRK2; P25098; bead flow cytometry, FAM-aptamer displacement from GRK2; inhibition of aptamer binding, % at 10 µM; 330,000 compounds, 0.59% hits;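 active = inhibition of aptamer binding above 40%, roughly 3 SD of noise, on plates passing a quality check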;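 note: median bead fluorescence of bound FAM aptamer so fluorescent compounds give negative values; no value below 0 was filed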
# Fam108B counter: blocks mouse Fam108B hydrolase in RBBP9 counter-screen; 300,000 compounds, 0.33% hits; recombinant Fam108B, FP-Rh probe fluorescence polarization; inhibition, % at 9.51 µM;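 active = inhibition above the screen mean inhibition plus 3 SD, computed separately per campaign, cut at about 18% in these data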;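 note: inhibitors lower polarization as less probe binds the enzyme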
# GLD-1 RNA inh: GLD-1-TGE RNA interaction inhibition (C. elegans). purified GLD-1 + fluorescein TGE RNA, fluorescence polarization. inhibition, % at 5.96 µM. 320,000 compounds, 0.44% hits;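 active = percent inhibition above a per-plate cutoff, the plate mean of test compounds plus 3 SD, cut at about 30% in these data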;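 note: 0% = DMSO wells with GLD-1 and probe and 100% = wells lacking GLD-1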
# VLA-4 inh: inhibition in a human VLA-4 binding assay; P13612; VLA-4 expressing cells, ligand binding flow cytometry; inhibition, % (about 7 µM as worked out from the volumes in the protocol); 330,000 compounds, 0.2% hits; AID 2557; in the data active = inhibition above about 50%
# Target sequence (P13612 whole entry, looked up): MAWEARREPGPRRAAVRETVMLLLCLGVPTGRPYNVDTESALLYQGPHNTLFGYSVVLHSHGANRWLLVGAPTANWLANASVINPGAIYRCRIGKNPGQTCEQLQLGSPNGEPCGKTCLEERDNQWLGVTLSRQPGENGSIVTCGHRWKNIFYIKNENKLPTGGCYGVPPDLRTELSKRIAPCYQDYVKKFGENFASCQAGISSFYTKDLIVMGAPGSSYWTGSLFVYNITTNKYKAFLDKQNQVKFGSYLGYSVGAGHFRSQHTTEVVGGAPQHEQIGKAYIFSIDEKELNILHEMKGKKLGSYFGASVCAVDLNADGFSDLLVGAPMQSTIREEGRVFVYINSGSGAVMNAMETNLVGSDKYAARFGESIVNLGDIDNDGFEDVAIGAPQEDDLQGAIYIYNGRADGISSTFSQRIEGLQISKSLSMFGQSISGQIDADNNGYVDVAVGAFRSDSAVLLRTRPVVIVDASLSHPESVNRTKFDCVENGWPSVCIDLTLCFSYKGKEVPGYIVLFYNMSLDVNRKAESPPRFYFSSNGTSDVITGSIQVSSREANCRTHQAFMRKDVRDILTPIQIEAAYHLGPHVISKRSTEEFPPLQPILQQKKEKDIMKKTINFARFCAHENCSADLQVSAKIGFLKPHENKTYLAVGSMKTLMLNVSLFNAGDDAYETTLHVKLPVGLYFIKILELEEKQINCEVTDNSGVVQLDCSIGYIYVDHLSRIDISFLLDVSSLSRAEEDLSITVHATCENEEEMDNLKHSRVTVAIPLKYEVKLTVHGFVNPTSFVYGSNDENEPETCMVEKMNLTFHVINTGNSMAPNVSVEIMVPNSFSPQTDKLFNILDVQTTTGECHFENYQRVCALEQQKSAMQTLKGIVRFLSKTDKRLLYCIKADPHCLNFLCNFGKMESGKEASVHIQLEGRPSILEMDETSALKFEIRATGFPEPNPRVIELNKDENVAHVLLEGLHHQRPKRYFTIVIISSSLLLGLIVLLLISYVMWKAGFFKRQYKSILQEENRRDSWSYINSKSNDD
# Bcl-xL primary: blocks human Bcl-xL binding to Bim BH3 peptide; GST-Bcl-xL / FITC-Bim BH3 peptide fluorescence polarization; Q07817; 320,000 compounds, 0.7% hits; AID 2129; inhibition, % at 10.9 µM;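 active = inhibition above the mean of all tested compounds plus 3 SD, cutoff set per campaign, cut at about 30% in these data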;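 note: 0% = DMSO wells and 100% = unlabeled Bim-BH3 peptide competitor; inhibitors lower millipolarization by displacing the labeled peptide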
# MCL1 BIM primary: MCL1-BIM-BH3 interaction inhibition (human); Q07820; GST-MCL1 / FITC-Bim-BH3 fluorescence polarization; inhibition, % at 10.9 µM; 320,000 compounds, 0.68% hits;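 active = inhibition above the mean inhibition of all tested compounds plus 3 SD, set per campaign, cut at about 40% in these data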;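 note: 0% = DMSO wells and 100% = unlabeled Bim-BH3 peptide control; higher means more loss of mP so more displacement of Bim peptide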
# * marks the source's active call; other numbers are inactive results; . = no result given.
# Screens in order: GLD-1 RNA inh	Bcl-xL primary	Efflux pump mplx	GRK2 inh	Fam108B counter	MEX-5 binding	MCL1 BIM primary	PME-1 inh	VLA-4 inh
O=C(CC1S/C(=N/N=C2CCCCCC2)NC1=O)Nc1ccccc1C(F)(F)F (stereo unspecified)
  -2	4	-0.2	4	2	2.5	2	-1	-11
COc1ccc(NS(=O)(=O)c2ccc(NC(=O)c3ccccc3Br)cc2)nn1
  2	1	0.2	5	-1	3.0	3	5	18
Cc1cc(C)n(-c2cc(Cl)cc(Cl)c2)c(=O)c1C#N
  1	2	0.0	1	-3	3.1	9	3	11
S=c1[nH]nc(COc2ccccc2)n1/N=C/c1ccccc1Br
  4	-12	0.2	0	4	-2.9	-16	9	13
C=CCn1c(SCC(=O)NC(N)=O)nnc1-c1cc2c(s1)CCC(CC)C2 (stereo unspecified)
  5	0	-0.7	1	4	0.9	-7	-1	10
CN(C)c1ccc(-n2cccc2/C=C/[N+](=O)[O-])cc1
  -2	4	-0.1	2	3	0.4	-2	-1	15
O=C(O)CCc1ccc(-c2cccs2)n1NC(=O)c1ccc(Cl)cc1
  -4	9	0.0	0	1	-0.2	12	6	25
O=C(Nc1cccc(S(=O)(=O)N2CCCC2)c1)c1ccco1
  1	.	-0.2	0	.	.	.	.	-7
COc1ccc(-c2ccc(CCC(=O)O)n2-c2ccc(O)cc2)cc1
  2	2	-0.3	2	0	-2.2	-6	1	16
CNCc1ccccc1Sc1ccc(OC)cc1
  1	1	0.3	1	-2	1.0	-5	-6	7
Cc1ccc(CNc2ncc(-c3ccccc3)n2C)o1
  7	11	0.0	0	-3	2.5	2	-8	2
CC(=O)c1c(C)[nH]c(C(=O)CN2C(=O)NC(C)(c3ccc4c(c3)OCO4)C2=O)c1C (stereo unspecified)
  6	6	0.0	0	-5	-1.0	4	3	7
COc1cc(NC(=O)c2ccc(OCc3c(C)noc3C)c(OC)c2)cc(OC)c1
  7	.	0.1	1	.	.	.	.	-4
CCn1cc(CN2CCC(n3nccc3NC(=O)c3ccc4c(c3)OCO4)CC2)c(C)n1
  4	0	0.0	0	2	3.4	-2	0	1
COc1ccc(-n2c(-c3cnccn3)n[nH]c2=S)cc1
  7	-16	0.1	1	1	3.5	-16	5	8
CC(C)CC(CCc1ccccc1)OS(N)(=O)=O (stereo unspecified)
  2	4	-0.1	0	6	-1.6	0	-4	2
Cc1ccc(NCc2nc3ccccc3n2CCOc2ccccc2)cc1
  -1	1	-0.2	2	4	-1.3	5	3	2
O=C(O)C1=NOC(CNc2ncc(C(F)(F)F)cc2Cl)C1 (stereo unspecified)
  -5	1	-0.1	3	2	3.4	-5	-1	3
Cc1ccc2c(c1)N(C(=O)CCC(=O)NCC(C)c1ccccc1)CC(C)O2 (stereo unspecified)
  1	2	0.1	0	2	2.2	4	3	2
Cc1ccnc(N/C=C/C(=O)c2ccc(Br)cc2)c1
  .	.	-0.1	0	.	-14	.	.	9

# New compounds follow.
# Screens in order: GLD-1 RNA inh	Bcl-xL primary	Efflux pump mplx	GRK2 inh	Fam108B counter	MEX-5 binding	MCL1 BIM primary	PME-1 inh	VLA-4 inh
COc1ccccc1N1CCN(/N=C/c2ccc(O)c(O)c2)CC1
  1	23	0.3	1	3	-5.3	19	-7	2
Cc1c(OCC(=O)NCC(O)c2ccccc2)ccc2c(-c3ccccc3)cc(=O)oc12 (stereo unspecified)
  2	-1	-0.3	0	-3	-0.7	2	4	35
Cc1nnc(N)s1
  1	7	0.1	2	-1	-1.0	-4	2	9
O=C(CCCn1c(=O)[nH]c2ccccc2c1=O)N1CCN(c2ccccn2)CC1
  2	5	-0.2	0	3	0.7	3	4	-9
O=C(N/C(=C/c1ccc(Br)cc1)C(=O)N1CCCC1)c1ccccc1F
  2	10	-0.1	0	-1	-2.5	10	6	27
O=C(OCC1OC(Oc2ccc(O)cc2)C(O)C(O)C1O)c1ccccc1 (stereo unspecified)
  2	-6	-0.2	2	-4	-1.0	-2	-4	33
Cn1c(=O)c2c(nc(N/N=C/c3ccncc3)n2Cc2ccccc2)n(C)c1=O
  6	4	0.0	5	1	0.9	2	1	-9
Cc1nc(C)c(C)nc1C
  -3	1	0.0	0	1	3.8	-1	0	39
CSCCC(NC(=O)c1ccccc1Br)C(=O)NC(C)CCc1ccccc1 (stereo unspecified)
  4	5	-0.3	4	0	0.1	4	0	8
CN(C)c1ncc(S(=O)(=O)c2ccccc2)c(N)n1
  -2	-1	0.4	0	0	1.8	3	-5	-3
Cc1ccc(C(=O)N2CCN(S(=O)(=O)c3sc(C(=O)O)c(C)c3C(=O)O)CC2)s1
  -3	8	-0.1	1	.	.	13	-2	15
COc1ccc(N(C)C(=O)c2cc3c(s2)-c2ccc(Cl)cc2S(=O)(=O)C3)c(OC)c1
  5	1	0.1	0	-8	-4.6	4	4	1
CCc1nc2ccccc2c(C(=O)Oc2ccc(C(=O)OC)cc2)c1C
  0	5	-0.1	3	1	0.8	-4	-3	6
O=C(N/C(=C/c1cccc([N+](=O)[O-])c1)C(=O)N1CCCC1)c1ccccc1
  3	5	-0.2	0	-4	-1.0	2	-5	4
N#CC1(N2CCN(C(=O)c3ccccc3)CC2)CCCCC1
  3	0	-0.1	2	0	-0.9	2	-3	13
COc1cc(C(=O)Oc2c(OC)cc(C(=S)N3CCOCC3)cc2OC)cc(OC)c1OC
  -1	-3	0.0	0	-2	-0.3	-12	-6	2
CN(C(=O)COC(=O)c1cccc(S(=O)(=O)N(C)c2ccccc2)c1)C1CCCCC1
  2	0	0.0	1	.	.	-2	8	14
CNC(=O)COc1ccccc1C(=O)Nc1ccc2c(c1)oc1ccccc12
  1	3	0.2	3	-4	-0.4	1	-12	38
Cc1ccc(S(=O)(=O)C/N=C(/NC(=S)N(c2ccccc2)c2ccccc2)c2ccccc2)cc1
  7	1	-0.1	11	2	-0.5	0	1	-35
COCCn1nnnc1CN1CCN2CCCC2C1 (stereo unspecified)
  -2	7	-0.1	3	-1	-2.9	4	-4	8

# Three entries drawn at random from the list so far, as already listed:
# Screens in order: GLD-1 RNA inh	Bcl-xL primary	Efflux pump mplx	GRK2 inh	Fam108B counter	MEX-5 binding	MCL1 BIM primary	PME-1 inh	VLA-4 inh
COc1ccccc1N1CCN(/N=C/c2ccc(O)c(O)c2)CC1
  1	23	0.3	1	3	-5.3	19	-7	2
Cc1nc(C)c(C)nc1C
  -3	1	0.0	0	1	3.8	-1	0	39
COc1cc(NC(=O)c2ccc(OCc3c(C)noc3C)c(OC)c2)cc(OC)c1
  7	.	0.1	1	.	.	.	.	-4

# Sorted by value in GLD-1 RNA inh (lowest first): some entries from above
mol	GLD-1 RNA inh	Bcl-xL primary	Efflux pump mplx	GRK2 inh	MEX-5 binding	MCL1 BIM primary	PME-1 inh	VLA-4 inh
O=C(O)C1=NOC(CNc2ncc(C(F)(F)F)cc2Cl)C1 (stereo unspecified)	-5	1	-0.1	3	3.4	-5	-1	3
CN(C)c1ccc(-n2cccc2/C=C/[N+](=O)[O-])cc1	-2	4	-0.1	2	0.4	-2	-1	15
Cc1cc(C)n(-c2cc(Cl)cc(Cl)c2)c(=O)c1C#N	1	2	0.0	1	3.1	9	3	11
CC(C)CC(CCc1ccccc1)OS(N)(=O)=O (stereo unspecified)	2	4	-0.1	0	-1.6	0	-4	2
COc1cc(NC(=O)c2ccc(OCc3c(C)noc3C)c(OC)c2)cc(OC)c1	7	.	0.1	1	.	.	.	-4

# Further results.
# Screens in order: GLD-1 RNA inh	Bcl-xL primary	Efflux pump mplx	GRK2 inh	Fam108B counter	MEX-5 binding	MCL1 BIM primary	PME-1 inh	VLA-4 inh
CCOc1ccccc1OCCN1CCCC1
  1	4	-0.1	0	-1	1.3	9	-2	4
O=c1c2ccccc2nc(/C=C/c2cc(Br)ccc2O)n1CCO
  5	9	-0.1	0	-3	0.5	4	14	-2
COc1cccc(NC(=O)/C=C/c2ccc(S(=O)(=O)N3CCOCC3)cc2)c1
  1	0	-0.1	0	.	.	-6	-2	5
COc1cc(C2CC(=O)C=C(O)C2)cc(OC)c1OC (stereo unspecified)
  10	12	0.0	5	2	0.9	8	-7	-1
COC(=O)c1c(C(=O)OC)c2n(c1C)CCC2
  5	5	-0.1	0	-2	1.8	6	-11	8
CN1CCN(c2ccc(-c3ccnn3C(=O)Nc3ccccc3)cc2)CC1
  4	3	-0.1	0	-3	-0.7	10	6	8
Nn1c(SCC(=O)Nc2cccc(C(F)(F)F)c2)nncc1=O
  1	0	-0.1	1	2	-3.2	10	4	8
Cc1ccc(Cl)cc1N1CCN(C(=O)C2CCCN(S(=O)(=O)c3cnc[nH]3)C2)CC1 (stereo unspecified)
  5	4	0.1	1	2	0.7	2	-2	-6
COc1cccc(CNC(=S)Nc2ccc(Cl)cc2C)c1
  -2	2	-0.2	0	1	1.3	2	-1	0
COCCN(C(=O)CCC(=O)Nc1cc(C)on1)C(C(=O)NC1CCCC1)c1ccc(C(C)C)cc1 (stereo unspecified)
  0	0	-0.1	0	3	0.0	2	1	-1
CCOc1ccc(CN(C)C(=O)[C@H](Cc2ccccc2)NC(=O)OCc2ccccc2)cc1OC
  1	4	0.0	0	1	-1.2	7	7	3
O=C(Nc1ccc(Cl)cc1)N1CCC(c2nc(-c3ccccc3Cl)no2)CC1
  10	5	0.0	0	-19	0.4	8	-19	-4
Cc1ccccc1-n1cc(-c2ccc(Br)cc2)nc1SCC(N)=O
  -4	-4	0.0	1	5	-1.0	-7	4	1
CN(C(=O)COC(=O)c1ccccc1C(=O)N1CCN(c2ccccc2)CC1)c1ccccc1
  16	17	0.1	1	0	-3.8	17	0	7
O=c1[nH]c(CN2CCN(c3ccccn3)CC2)nc2c(Br)cc(Br)cc12
  -3	5	0.3	8	-3	2.2	3	-4	-3
O=C(O)c1cccc2c1C(=O)c1ccc(-c3ccc(Cl)c(C(F)(F)F)c3)cc1S2(=O)=O
  7	6	0.0	0	.	.	5	3	-6
COc1ccc(NC(=S)N(CCN(C)C)C(C)c2ccco2)cc1Cl (stereo unspecified)
  -5	7	-0.1	5	-4	-1.3	2	4	7
Cc1ccc2nc(C)cc(NCCO)c2c1
  1	11	-0.2	0	2	-0.9	6	0	1
COc1cccc(C(C)NC(=O)Nc2cc(Cl)ccc2OC)c1 (stereo unspecified)
  3	2	0.0	0	-1	-0.5	-3	0	18
COc1ccc(-n2c(COc3ccc(C)cc3)n[nH]c2=S)cc1
  -9	-18	0.1	0	-3	0.4	-10	1	15
CCC(C)[C@H](NC(=O)OC(C)(C)C)C(=O)N/N=C/c1ccc2nccnc2c1 (stereo partly specified)
  5	5	0.1	2	1	0.5	5	0	-2
O=C(O)c1ccc(COCC(F)(F)F)cc1
  3	7	-0.1	2	0	-1.9	2	-5	21
O=C(CCNC(=O)Cn1cnc2ccccc2c1=O)NCCC1=CCCCC1
  1	-1	0.3	2	3	-0.8	-4	-8	7

# An excerpt from above, limited to Fam108B counter and VLA-4 inh:
smiles,Fam108B counter,VLA-4 inh
COc1cc(C2CC(=O)C=C(O)C2)cc(OC)c1OC (stereo unspecified),2,-1
COC(=O)c1c(C(=O)OC)c2n(c1C)CCC2,-2,8

# Source: PubChem BioAssay

# Not all compounds are listed; count on the stated rates, not on these rows.
